Bioassay records deposited in PubChem by National Center for Advancing Translational Sciences (NCATS).
Mm-Cpn inhibitor: Inhibitors of TCP-1 ring complex (TRiC) of Methanococcus maripaludis (MmCpn): qHTS; Chaperonin Mm-Cpn (Methanococcus maripaludis); purified Mm-Cpn ATPase, ADP Transcreener TR-FRET; Potency, µM (series often up to 76.9 µM), inactives show top-dose activity, negative = inhibition, hits mostly inhibitors; actives 0.031% (n = 330,000); note: potency is the fitted concentration of half-maximal effect; % is set by controls: 0 for no effect and ±100 for the full control effect; nearly all actives have a fitted effect of over 80% in size
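Quantitative HTS used 25 nM Mm-CPN and 10 uM ATP in magnesium/KCl Tris buffer, pH 7.4, with 1 mM DTT. Hydrolysis ran 30 min at 37°C; ADP was read by HTRF.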
EPAC2 antagonist: qHTS for Antagonist of cAMP-regulated guanine nucleotide exchange factor 2 (EPAC2): primary screen; Rap guanine nucleotide exchange factor 4 (Homo sapiens), Q8WZA2; EPAC2 GEF exchange of Rap1B-BODIPY-GDP, fluorescence; Potency, µM (titrated, usually from 114 µM), for inactives: at the highest dose activity, negative = inhibition, actives largely listed as inhibitors; actives 0.18% (n = 360,000); AID 720708, 2013; note: potency is the fitted concentration of half-maximal effect; % is set by controls: 0 for no effect and ±100 for the full control effect; nearly all actives have a fitted effect of over 45% in size; many of its hits are not listed in these tables
PI5P4K alpha inh: qHTS for Inhibitors of phosphatidylinositol 5-phosphate 4-kinase (PI5P4K); actives 1.2% (n = 330,000); PI5P4Kalpha enzyme, ADP-Glo luminescence, 60 min; stronger effect = lower value; max response, %; active = max response of -50% or lower; inconclusive = between -30% and -50%; inactive = -30% or higher; note: value at the top dose of about 77 µM; % is set by controls: 0 for no effect and ±100 for the full control effect
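Luminescence from ADP-Glo served as readout of PI5P4Kalpha activity in a qHTS format. Reaction: enzyme, substrate, compound, ATP at 5 microM final, 60 min at RT.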
PLK1 PBD inh: qHTS for Inhibitors of PLK1-PDB (polo-like kinase 1 - polo-box domain): Primary Screen | Serine/threonine-protein kinase PLK1 (Homo sapiens), P53350 | Plk1 PBD binding of FITC phosphopeptide, fluorescence polarization | Potency, µM, without a hit: max response, negative = inhibition, usual class: inhibitors | actives 2.8% (n = 360,000) | AID 720504, 2013; note: potency is the fitted concentration of half-maximal effect; series mostly up to about 57 µM; % is set by controls: 0 for no effect and ±100 for the full control effect; nearly all actives have a fitted effect of over 65% in size
WRN helicase inh: qHTS for Inhibitors of WRN Helicase. WRN helicase unwinding, fluorescent forked duplex, kinetic. Potency, µM (doses to about 114 µM), without a hit: at the top dose activity change, negative = inhibition, most hits filed as inhibitors. actives 0.46% (n = 360,000). AID 651768, 2012; note: potency is the fitted concentration of half-maximal effect; % is set by controls: 0 for no effect and ±100 for the full control effect; nearly all actives have a fitted effect of over 55% in size
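Enzyme (20 nM final) and test compound sit together 15 min at room temperature before substrate addition. Substrate is a single-forked duplex oligonucleotide (100 nM) labelled with fluorophore and quencher, with 2 mM ATP; helicase unwinding raises red fluorescence, read kinetically.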
CCT modulator: High-Throughput Screening for Modulators of Cytosolic Chaperonin Activity | actives 0.3% (n = 360,000) | activity change, % (test concentration not listed), hits read low | purified chaperonin ATPase assay, HTRF ADP detection, 30 min | AID 651819, 2012; in the data active = activity change below about -30%; note: % is set by controls: 0 for no effect and ±100 for the full control effect
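First, chaperonin was dispensed at 40 nM or 20 nM final depending on batch activity. Next, compounds were pinned at 76 uM and ATP added at 10 uM. After 30 min at 37 °C, ADP detection reagents ran 30 min at ambient temperature.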
EPAC1 antagonist: qHTS for Antagonist of cAMP-regulated guanine nucleotide exchange factor 3 (EPAC1): primary screen. Rap guanine nucleotide exchange factor 3 (Homo sapiens), O95398. EPAC1 GEF assay, Rap1b-BODIPY-GDP exchange fluorescence. Potency, µM (titrated, usually from 115 µM), for inactives: at the highest dose activity change, negative = inhibition, actives largely listed as inhibitors. actives 0.14% (n = 360,000);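 note: potency is the fitted concentration of half-maximal effect; plate controls were vehicle for no effect and positive control for full effect; nearly all actives have a fitted effect of over 50% in size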
EPAC1 agonist: qHTS for Agonist of cAMP-regulated guanine nucleotide exchange factor 3 (EPAC1): primary screen | Rap guanine nucleotide exchange factor 3 (Homo sapiens), O95398 | EPAC1 agonist qHTS, biochemical assay; response scale: 100% = response to 6.5 mM cAMP | Potency, µM (series often up to 154 µM), inactives show top-dose activation, usual class: activators | actives 0.073% (n = 360,000) | AID 720707, 2013; note: potency is the fitted concentration of half-maximal effect; nearly all actives have a fitted effect of over 60% in size
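Fluorescent GDP-exchange assay: 100 nM EPAC1 with 250 nM Rap1B preloaded with BODIPY-GDP and 50 uM GDP; compounds tested as concentration series, 5 min at room temperature, then read every 5 min for 30 min (ex 480/em 540 nm); normalized to 6.5 mM cAMP.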
Starred values were filed as active, the others as inactive; u = inconclusive; x = not tested or not shown; [ ] = another dose, or the depositor's remark. Unless noted, calls come from the whole dose curve; as a rule, active = well fitted curve in the direction sought with a large enough effect; inconclusive = small, poorly fitted or top-dose-only effect, or another doubt; inactive = no such curve, though single readings can be large; an effect the other way counts as inactive or inconclusive.

canonical_smiles,EPAC1 agonist,CCT modulator,EPAC1 antagonist,WRN helicase inh,Mm-Cpn inhibitor,PI5P4K alpha inh,EPAC2 antagonist,PLK1 PBD inh
CCCCC(CC)Cn1c(N)c(C#N)c2nc3ccccc3nc21 (stereo not given),-10.8%,0.7,-5.7%,-5.5%,-3.7%,x,7.8%,3.8%
CC(C)(O)C#Cc1ccc(CNC[C@H]2O[C@@H](n3cnc(C(N)=O)n3)[C@H](O)[C@@H]2O)s1,-22.7%,-0.4,-2.2%,6.7%,x,0.5,8.7%,-0.9%
Cc1ccc(C2=N/C(=C/c3cccs3)C(=O)N2Nc2ccccc2)cc1,20.6%,-3.0,-21.6%,-14.4%,1.8%,x,-9.7%,-9.9%
CC(OC(=O)C1=COCCO1)C(=O)Nc1ncc(Cl)cc1Cl (stereo not given),0.4%,-8.6,6.2%,3.6%,-2.8%,-5.0,-9.5%,5.7%
CNC(=O)Nc1ccccc1NC(=O)NC,0.0%,-0.1,15.1%,-0.1%,1.7%,x,19.8%,-7.0%
CCCNC(=O)c1ccc2c(=O)c(O)c(-c3ccc(C)cc3)[nH]c2c1,1.2%,-1.8,-15.8%,-5.7%,-8.6%,4.5,-23.1%,0.5%
COc1ccc(NC(=O)CN2C(=O)CC(C)S(=O)(=O)c3ccccc32)cc1 (stereo not given),-0.8%,-1.1,1.7%,10.8%,-1.1%,-2.1,0.0%,-2.7%
O=C(NNS(=O)(=O)c1ccccc1[N+](=O)[O-])c1ccccc1[N+](=O)[O-],-1.0%,0.6,4.6%,-6.3%,2.4%,2.2,-10.6%,u
C=C1SC(Nc2c(C)cccc2C)=NC12CCCCC2,8.3%,-0.5,10.3%,0.0%,-2.8%,8.3,u,-3.1%
Cc1cc(C)c(C2=Nn3c(C)nnc3SC2C)cc1C (stereo not given),-1.9%,0.3,1.6%,5.7%,0.5%,-5.9,-1.2%,-8.3%
COc1cc(F)cc(-c2ccc3c(c2)c(C#Cc2ccsc2)c(-c2cc(OC)cc(OC)c2)n3C)c1,2.6%,2.2,17.3%,-3.1%,-21.8%,6.3,8.2%,4.4%
O=C(COc1ccc(-n2cnnn2)cc1)Nc1cccc(Cl)c1Cl,10.1%,0.6,u,-15.5%,1.2%,u,1.7%,-16.0%
CCn1ncc(Br)c1C(=O)Nc1sc2c(c1C(=O)OC)CCC2,9.0%,-9.5,4.6%,-6.5%,x,x,0.4%,-8.4%
COc1ccccc1N(C(=O)c1ccco1)C(C(=O)NC1CCCC1)c1ccncc1 (stereo not given),6.1%,1.9,-1.9%,-1.2%,2.2%,-6.1,-5.9%,-11.4%
COc1cc(C(=O)Nc2cc(S(C)(=O)=O)ccc2Cl)ccc1OCC(=O)N1CCOCC1,2.0%,0.5,-17.3%,7.8%,-1.6%,-2.6,0.7%,-10.5%
O=C(Nc1ccc(F)cc1)N1CCN(c2ccc(F)cc2)CC1,-0.1%,-2.0,-5.2%,3.9%,-2.4%,-7.6,-1.0%,-20.4%
O=C(c1ccccc1)N1CCN(c2ccc([N+](=O)[O-])c(NCc3cccnc3)c2)CC1,1.4%,0.5,-20.6%,-5.6%,1.5%,-0.7,-5.9%,-5.1%
O=C(CN1CCN(c2cccc(Cl)c2)CC1)N1CCCC1,1.1%,-1.5,7.9%,7.8%,-0.1%,1.7,11.2%,0.3%
COc1ccc(C(=O)Nc2nc(C)c(C(C)=O)s2)cc1S(=O)(=O)N1CCOCC1,10.3%,0.2,-23.4%,2.5%,-5.3%,0.2,5.6%,-0.4%
CC(C)c1nnc(NC(=O)c2sc3ccccc3c2Cl)s1,2.5%,-3.7,11.0%,-16.6%,-5.2%,-8.9,-1.9%,0.0%
Cc1nc(SCC(=O)N2CCC(C(N)=O)CC2)n[nH]1,-0.7%,-1.4,1.8%,5.3%,0.8%,2.0,-0.8%,-8.4%
CC1C(=O)N(Cc2ccccc2F)c2ccccc2N1C(=O)c1c(F)cccc1F (stereo not given),3.6%,-3.3,0.6%,-3.6%,0.5%,2.3,-11.7%,3.9%
Cc1ccc(NC(=O)CCC(=O)NNC(=O)c2ccco2)c(C)c1,0.3%,-8.0,9.8%,2.3%,-0.6%,x,1.1%,-7.2%
CCNc1nc(Oc2ccc(=O)[nH]n2)nc(N2CCOCC2)n1,6.1%,-1.3,-16.3%,-6.5%,0.5%,-1.6,-16.2%,-3.9%
C[C@H](CO)N1C[C@H](C)[C@H](CN(C)C(=O)Nc2ccc3c(c2)OCO3)Oc2ncc(Br)cc2C1=O,13.0%,-0.6,u,-3.5%,x,-1.6,-9.4%,-14.4%
COc1ccccc1C(=O)Nc1ccccn1,7.2%,-2.5,16.8%,0.2%,1.4%,x,-4.8%,-8.9%
COc1cccc(C(=O)NCC2CCCN(C3CCCCC3)C2)c1OC (stereo not given),4.5%,-2.9,11.5%,8.1%,0.1%,-1.5,7.7%,3.5%
CCOC(=O)CNc1nc(-c2ccncc2)nc2ccccc12,-0.3%,0.9,-0.3%,1.9%,-0.3%,-4.4,3.2%,1.5%
O=C(c1cnccn1)N1CCN(C/C=C/c2ccccc2)CC1,14.9%,-3.1,6.7%,7.9%,-0.5%,1.9,-2.5%,-11.8%
O=c1[nH]c(=S)[nH]nc1Cc1ccccc1,-2.5%,-7.5,-1.6%,0.3%,-4.3%,-10.4,1.4%,-8.0%
CCC(=O)c1cc(-c2nc3ccccc3n2C)n(C)c1,12.7%,-0.5,-19.3%,-1.8%[57.1 µM],-0.5%,4.7,-1.5%,-0.9%
CC(=O)NNc1nc2ccccc2s1,-3.4%,0.0,11.9%,1.4%,1.2%,x,5.2%,-7.1%
O=C(Nc1ccc(F)c([N+](=O)[O-])c1)C(=O)c1c(O)[nH]c2ccccc12,-6.4%,-4.3,3.8%,-9.9%,-1.0%,-25.8,4.6%,-12.9%
CC(C)(C)c1cc(C(=O)NNC(=O)Nc2cccc(Cl)c2)n(Cc2ccccc2)n1,-11.7%,-0.2,-5.0%,-12.2%,0.0%,-8.7,-2.7%,-3.5%
CCCn1c(N)c(C(=O)CSc2nc(N)cc(=O)[nH]2)c(=O)n(C)c1=O,-3.2%,-2.7,-28.7%,5.2%,-2.4%,-2.1,-12.7%,-13.7%
O=C(Nc1ccnn1C1CCN(CC2CC=CCC2)CC1)c1ccccc1 (stereo not given),-20.1%,-53.8*,-20.4%,3.0%,-2.3%,0.1,16.3%,0.1%
O=C(c1ccc(Oc2ccc(C(F)(F)F)cn2)cc1)N1CCN(c2ccccc2)CC1,19.2%,-1.0,u,-8.5%,-2.6%,x,-14.4%,-10.0%
Cn1c(=O)c2c(ncn2CC(=O)N2CCCCCC2)n(C)c1=O,-2.2%,-0.3,10.4%,0.2%,0.8%,4.7,1.6%,3.5%
O=C(N/N=C\C=C\c1ccco1)c1cc(-c2ccc3ccccc3c2)n[nH]1,-7.7%,2.1,u,-12.8%[11.6 µM],1.3%,-68.2*,7.0%[57.1 µM],-23.6%
O=C(NC(=O)c1cc([N+](=O)[O-])ccc1Cl)C1=C(N2CCCC2)COC1=O,-9.9%,0.2,-17.1%,3.4%,1.4%,0.0,3.8%,-16.6%
CCOC(=O)c1sc2ncn(CC(=O)N(CC)CC)c(=O)c2c1C,-1.5%,1.5,5.9%,-0.9%[57.1 µM],1.6%,x,9.7%,1.5%
CCOP(=O)(c1ccccc1)C(O)c1ccccc1 (stereo not given),-3.0%,-3.3,-2.7%,-1.3%,-0.5%,8.8,10.8%,-2.6%
NC(=O)CN1CCOCCN(CC(N)=O)CCOCC1,4.0%,-3.6,13.1%,-3.9%,u,x,-1.9%,-6.7%
Cc1ccc(/C=N/NC(=O)c2ccc(-n3cccc3)cc2)o1,-5.2%,0.0,-10.1%,8.0%,-1.1%,u,12.7%,-6.1%
CC(C)(C)c1ccc(C(=O)NCc2nnc(SCC(=O)N3CCCc4ccccc43)n2-c2ccccc2)cc1,3.6%,-2.7,-0.5%,-30.0%[57.1 µM],1.9%,8.9,16.3%,-4.4%
CCOC(=O)c1c(S(=O)(=O)NCC(=O)Nc2ccc(F)cc2F)c(C)n(C)c1C,2.5%,2.5,15.8%,-6.6%,-0.4%,7.1,6.0%,-14.4%
COC(=O)CNC(=O)c1ccc(C)s1,0.0%,-0.3,0.0%,-4.2%,-1.6%,2.6,6.3%,-4.9%
Cc1cc(C)cc(C(=O)NCC(=O)OCC(=O)N2c3ccccc3NC(=O)C2(C)C)c1,1.9%,-3.4,-1.3%,-2.8%,0.2%,-5.6,3.8%,2.4%
O=C(O)c1ccccc1N/N=C/C1=C(N2CCOCC2)C(=C\c2ccccc2)/CC1,1.6%,-1.2,u,u,1.5%,-21.7,-2.7%,u
Cn1c(SCC(=O)Nc2ccc3c(c2)oc2ccccc23)nnc1-c1ccccc1,-7.0%,1.3,9.0%,-6.7%[57.1 µM],0.3%,x,6.9%,-1.5%
O=C1C=C(NCCOC23CC4CC(CC(C4)C2)C3)C2(CCCCC2)O1,10.4%,0.0,1.5%,1.2%,-3.9%,3.8,-0.3%,-0.6%

Among those listed so far, these contain a tert-butyl group.
canonical_smiles,EPAC1 agonist,CCT modulator,EPAC1 antagonist,WRN helicase inh,Mm-Cpn inhibitor,PI5P4K alpha inh,EPAC2 antagonist,PLK1 PBD inh
CC(C)(C)c1cc(C(=O)NNC(=O)Nc2cccc(Cl)c2)n(Cc2ccccc2)n1,-11.7%,-0.2,-5.0%,-12.2%,0.0%,-8.7,-2.7%,-3.5%
CC(C)(C)c1ccc(C(=O)NCc2nnc(SCC(=O)N3CCCc4ccccc43)n2-c2ccccc2)cc1,3.6%,-2.7,-0.5%,-30.0%[57.1 µM],1.9%,8.9,16.3%,-4.4%

This is a subset; rates above refer to the full screens.
